# Bioassay records as filed in PubChem BioAssay.
# Giardia kill: Small Molecules that selectively kill Giardia lamblia: qHTS; Giardia lamblia trophozoite viability; activity change, % at 7.66 µM, hits read low; hit rate 0.15% among 340,000; AID 540267, 2011; in the data active = activity change below about -80%; inconclusive = between about -30% and that limit;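 also: parasites exposed to compound for two days anaerobically before the ATP read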
#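 Viability, read as ATP luminescence: trophozoites at 100 cells/well, compound added, 48 hrs anaerobic at 37 deg C, then 15-30 min room-temperature development before reading.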
# KCNH2 3.1 inh: qHTS for Inhibitors of KCHN2 3.1: Mutant qHTS; Potassium voltage-gated channel subfamily H member 2, brain isoform KCNH2 3.1 (human); U2OS KCNH2 3.1, thallium flux FluxOr; active compounds read low; activity change, % (tested at about 1.8 µM); hit rate 0.95% among 340,000; AID 720553, 2013;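 active = maximum activity change below -70%; inconclusive = maximum activity change from -70% to -50%; inactive = maximum activity change above -50%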;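 also: thallium influx rate constant from kinetic fluorescence after stimulation buffer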
#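 U2OS cells transduced with KCNH2 3.1 mutant virus (1.77 x 10^8 /mL, 4 h), plated overnight at 37 C, loaded 45 min with FluxOr dye plus Red40 quencher. Thallium flux rate constant from kinetic reads after stimulation buffer, normalised to controls.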
# hERG WT inh: qHTS for Inhibitors of KCHN2 3.1: Wildtype qHTS; activity change, % at 1.84 µM; hit rate 0.37% among 340,000; U2OS, BacMam KCNH2, thallium flux FluxOr; active compounds read low; Voltage-gated inwardly rectifying potassium channel KCNH2 (Homo sapiens), Q12809;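 active = maximum activity change below -70%; inconclusive = maximum activity change between -70% and -50%; inactive = maximum activity change above -50%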
# Target sequence (Q12809 whole entry, looked up): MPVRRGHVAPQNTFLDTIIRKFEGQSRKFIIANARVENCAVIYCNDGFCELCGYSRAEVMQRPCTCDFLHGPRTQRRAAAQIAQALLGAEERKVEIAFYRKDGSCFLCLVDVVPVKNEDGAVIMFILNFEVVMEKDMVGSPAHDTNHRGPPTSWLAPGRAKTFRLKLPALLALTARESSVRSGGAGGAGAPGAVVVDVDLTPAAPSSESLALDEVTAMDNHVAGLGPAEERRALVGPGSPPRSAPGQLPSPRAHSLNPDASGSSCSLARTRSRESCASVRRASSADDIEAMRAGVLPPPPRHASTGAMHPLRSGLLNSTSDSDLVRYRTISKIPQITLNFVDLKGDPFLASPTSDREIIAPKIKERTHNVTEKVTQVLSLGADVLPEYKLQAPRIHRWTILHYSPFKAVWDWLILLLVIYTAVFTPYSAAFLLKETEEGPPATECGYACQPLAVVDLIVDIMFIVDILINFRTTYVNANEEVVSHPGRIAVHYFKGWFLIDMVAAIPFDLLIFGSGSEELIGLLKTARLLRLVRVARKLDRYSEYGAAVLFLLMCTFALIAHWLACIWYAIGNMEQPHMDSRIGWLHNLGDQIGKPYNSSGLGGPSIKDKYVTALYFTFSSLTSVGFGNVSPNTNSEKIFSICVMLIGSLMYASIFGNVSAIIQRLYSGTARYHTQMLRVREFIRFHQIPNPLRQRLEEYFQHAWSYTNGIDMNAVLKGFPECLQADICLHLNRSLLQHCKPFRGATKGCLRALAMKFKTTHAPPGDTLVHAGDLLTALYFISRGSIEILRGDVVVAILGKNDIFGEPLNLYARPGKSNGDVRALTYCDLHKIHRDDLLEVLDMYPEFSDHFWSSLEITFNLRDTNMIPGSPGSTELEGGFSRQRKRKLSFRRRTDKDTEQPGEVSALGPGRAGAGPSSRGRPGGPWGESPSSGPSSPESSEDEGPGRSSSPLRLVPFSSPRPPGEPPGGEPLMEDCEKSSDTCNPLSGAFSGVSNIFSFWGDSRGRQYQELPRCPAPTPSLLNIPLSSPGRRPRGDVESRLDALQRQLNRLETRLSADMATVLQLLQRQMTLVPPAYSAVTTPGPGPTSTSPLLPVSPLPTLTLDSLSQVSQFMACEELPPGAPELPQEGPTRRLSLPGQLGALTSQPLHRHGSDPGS
#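 U2OS cells were transduced with wild-type KCNH2 virus (2.03 x 10^8 / mL) for 4 h at room temperature, then cultured overnight at 37 C. Thallium flux was read with FluxOr dye. Rate constants were normalized to DMSO controls.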
# An asterisk follows results filed as active; ? = inconclusive. % is scaled to controls: 0 for no effect and ±100 for the full control effect. A portion of the library (hit frequency here may not be typical).
SMILES,Giardia kill,KCNH2 3.1 inh,hERG WT inh
CC(C)(C)OC(=O)N(CCc1ccccc1)Cc1cccc(OCc2cccc(NC(=O)C3CC3)c2)c1,-3,12,0
C=CCOc1cccc(C(=O)N2CCCC(Nc3ccc(F)cc3)C2)c1 (stereo not drawn),3,-17,6
O=[N+]([O-])c1cccc(C=NN2CCCCCC2)c1,-3,10,1
CCCCN1C(N)=NC[C@@H]1CCCCN,14,-29,-15
CC(C)(C(=O)c1ccccc1)/[N+]([O-])=C/c1ccc(F)cc1,0,9,-9
Oc1c(CN2CCOCC2)cc(CN2CCOCC2)cc1CN1CCOCC1,3,-1,62
COc1ccc(NC(=O)C2CC3CCC2C3)c(OC)c1 (stereo not drawn),4,10,-2
O=c1c2ccccc2sc2c(CO)ccc(NCCN3CCCCC3)c12,12,-1,-15
C=CCNC(=O)c1ccc2nc(Cc3ccc(OC)cc3)oc2c1,-21,7,-7
CC(=O)Nc1ccc2c(c1)C(=Nc1ccccc1)c1ccccc1-2,-30,3,3
O=C1C(=NO)CC(c2ccccc2)N1c1ccccc1 (stereo not drawn),-3,-28,-5
COc1cc(CCNC2=CC(=O)c3ncccc3C2=O)ccc1O,20,3,8
CCCS(=O)(=O)Nc1ccc(Nc2c3ccccc3nc3ccccc23)c(OC)c1,15,5,-4
Cc1cccc(C(=O)NNC(=O)c2ccco2)c1O,13,-6,5
COc1ccc(CNC(=O)C2(CC3CC(c4ccccc4)=NO3)CCN(C(=O)c3cccc(O)c3)CC2)cc1 (stereo not drawn),-5,26,-22
Nc1nc(N)nc(-c2ccc([N+](=O)[O-])o2)n1,?,-24,6
O=Nc1c(O)[nH]c2ccc(Cl)c(Cl)c12,12,-8,1
CCn1c(SCc2ccccc2)nc2ccccc2c1=O,-1,5,1
Cc1ccc(C(=O)N2[C@@H]3CN(C)C(=O)[C@@]2(C)[C@H]2C(=O)N(C)C(=O)[C@@H]32)cc1,-19,18,-11
O=C1CSCc2nc3ccccc3n21,-12,0,2

# Not a retest: entries from further up.
SMILES,Giardia kill,KCNH2 3.1 inh,hERG WT inh
O=[N+]([O-])c1cccc(C=NN2CCCCCC2)c1,-3,10,1
CCCCN1C(N)=NC[C@@H]1CCCCN,14,-29,-15
CC(C)(C(=O)c1ccccc1)/[N+]([O-])=C/c1ccc(F)cc1,0,9,-9
Oc1c(CN2CCOCC2)cc(CN2CCOCC2)cc1CN1CCOCC1,3,-1,62
COc1ccc(NC(=O)C2CC3CCC2C3)c(OC)c1 (stereo not drawn),4,10,-2
O=c1c2ccccc2sc2c(CO)ccc(NCCN3CCCCC3)c12,12,-1,-15
C=CCNC(=O)c1ccc2nc(Cc3ccc(OC)cc3)oc2c1,-21,7,-7
CC(=O)Nc1ccc2c(c1)C(=Nc1ccccc1)c1ccccc1-2,-30,3,3
O=C1C(=NO)CC(c2ccccc2)N1c1ccccc1 (stereo not drawn),-3,-28,-5
COc1cc(CCNC2=CC(=O)c3ncccc3C2=O)ccc1O,20,3,8
CCCS(=O)(=O)Nc1ccc(Nc2c3ccccc3nc3ccccc23)c(OC)c1,15,5,-4
Cc1cccc(C(=O)NNC(=O)c2ccco2)c1O,13,-6,5
COc1ccc(CNC(=O)C2(CC3CC(c4ccccc4)=NO3)CCN(C(=O)c3cccc(O)c3)CC2)cc1 (stereo not drawn),-5,26,-22
Nc1nc(N)nc(-c2ccc([N+](=O)[O-])o2)n1,?,-24,6
O=Nc1c(O)[nH]c2ccc(Cl)c(Cl)c12,12,-8,1

# Continued:
SMILES,Giardia kill,KCNH2 3.1 inh,hERG WT inh
COc1cc(OC)nc(Oc2ccccc2/C=N/O)n1,6,0,-5
COc1cc(CC2C(=O)OCC2C(=O)c2ccc3c(c2)OCO3)cc(OC)c1OC (stereo not drawn),18,-19,20
O=C1OC(c2ccccc2)(c2ccccc2)c2ccccc21,-8,-40,-45
COc1ccc(OC)c(C(=O)C(=O)c2cc(OC)ccc2OC)c1,-16,15,0
CC(C)(C)OC(=O)N1CCC2(CC1)Oc1ccc(F)cc1C(=O)C21CC(c2ccccc2)=NO1 (stereo not drawn),6,-20,5
O=S(=O)(c1ccccc1)C1Cc2ccccc2C1Cl (stereo not drawn),1,0,-11
Cc1ccsc1C(=O)N1CCN(c2ncc(C(F)(F)F)cc2Cl)CC1,-6,-7,-16
Nc1c2c(=O)[nH]c(O)cc2nn1-c1ccccc1,-8,-13,-3
CC1CN(Cc2ccccc2)C(=O)N(c2ccccc2)C1=O (stereo not drawn),0,5,1
O=c1ccn(C2CCCO2)c(=O)[nH]1 (stereo not drawn),5,-4,7
CC(C)(C)c1nnc2sc(SCC(O)=C(C#N)c3nc4ccccc4[nH]3)nn2c1=O,19,-1,0
CC(C)(C)OC(=O)C(C1NC(C(=O)O)C(C)(C)S1)N1C(=O)c2ccccc2C1=O (stereo not drawn),-3,11,-1
CN(Cc1cnc2nc(N)nc(N)c2n1)c1ccc(C(=O)NC(CCC(=O)O)C(=O)O)cc1C(F)(F)F (stereo not drawn),-4,-6,3
Cc1ccc(C(=O)O)c(NC=O)c1OCc1ccccc1,16,0,1
COc1ccccc1NC(=O)c1ccc([N+](=O)[O-])o1,-96*,8,7
COC(=O)C[C@H]1c2ccc(C(F)(F)F)cc2S(=O)(=O)N1Cc1ccccc1,16,-4,0
c1ccc(-c2ccc3ccccc3n2)cc1,8,9,4
CC[C@]12C(=O)N(C)C[C@H]([C@@H]3C(=O)N(Cc4ccccc4)C(=O)[C@@H]31)N2C(=O)c1ccc(C(F)(F)F)cc1,0,-3,-6
Cc1cc(S(=O)(=O)NCCc2ccncc2)cc(C)c1F,-2,7,8
Cc1c[n+]([O-])cc(C)c1[N+](=O)[O-],-12,13,-1
O=C(O)Cc1c[nH]c2ccccc12,6,14,-1
CC(O)C(NS(=O)(=O)c1ccc2ccccc2c1)C(=O)OCC(=O)Nc1ccccc1OC(F)F (stereo not drawn),10,5,-3
Cc1noc(C)c1NC(=O)N(C)C[C@H]1Oc2c(cccc2N(C)C)C(=O)N([C@H](C)CO)C[C@@H]1C,19,43,2
O=C(O)c1ccc(NS(=O)(=O)Cc2ccc(Cl)c(Cl)c2)cc1,-5,2,9
CN(C(=O)c1cccc(NC(=O)Cc2ccc(NC(=O)C3CCCN(S(=O)(=O)c4cccc([N+](=O)[O-])c4)C3)cc2)c1)C1CCCC1 (stereo not drawn),-26,?,29
CN(C(=O)c1cccc(NC(=O)Cc2ccc(NC(=O)C3CCN(C(=O)C4CC4)CC3)cc2)c1)C1CC1,-2,-17,-8
COc1ccccc1N1CCN(C(=O)C2CC2)CC1,-4,15,16
CC(C)CC(=O)N1CCN(c2ccc([N+](=O)[O-])c(NCc3ccccc3)c2)CC1,-3,-15,7
COc1ccc(-c2cc(CN3C(=O)c4ccccc4C3=O)on2)cc1,2,5,-1
COc1ccc(-c2nc3cc(C)ccn3c2NCC2CCCO2)cc1OC (stereo not drawn),9,4,-14
O=C(O)CCCCCCCCCCC1CCC(O)C1O (stereo not drawn),-1,9,-1
OCCCn1c(C2CCCN2c2nc(-c3ccc(Cl)cc3)cs2)nc2cc(C(F)(F)F)ccc21 (stereo not drawn),23,-24,3
c1ccc2c(c1)CC(N1CCCCC1)c1ccccc1S2 (stereo not drawn),7,29,-8
CC1OC(OC2C(CO)OC(OCC3OC(OC(=O)[C@@]45CCC(C)(C)C[C@@H]4C4=CC[C@@H]6[C@@]7(C)CCC(OC8OCC(O)C(O)C8OC8OC(C)C(O)C(O)C8O)[C@@](C)(CO)C7CC[C@@]6(C)[C@]4(C)CC5)C(O)C(O)C3O)C(O)C2O)C(O)C(O)C1O (stereo partly drawn),-16,1,5
CCOc1ccccc1C=NNC(=O)C(=O)NN=Cc1ccccc1OCC,-3,-16,1
COc1ccccc1CN1[C@@H](CC(=O)O)c2ccccc2S1(=O)=O,-16,-2,-9
CC(C)(C)C(=O)NCCc1nc(-c2ccccc2)no1,0,-4,-8
O=C(O)C(CCc1ccccc1)(Cc1ccccc1)C(=O)O,-24,18,-3
COc1ccc(NC(=O)CSC2=C(C#N)C(c3ccco3)C(C(=O)Nc3nc4ccccc4s3)=C(C)N2)cc1 (stereo not drawn),9,-7,-7
CN(C)c1nc2c(cnn2C)c(=O)[nH]1,-18,4,4
CON=C1C=C(C)C(=O)C(C)=C1C,18,5,-8
CC1(C2CCC3C4CCC5CC6(CCC5(C)C4C(=O)CC32C)OCCO6)OCCO1 (stereo not drawn),3,17,1
Cc1cc(C)nc(N2CCC(C(=O)NC3CCCCCC3)CC2)n1,4,6,-5
O=C(/C(=N/O)c1ccccc1)c1ccccc1,23,4,-2
Cc1nc(-c2ccccc2)nn1-c1ccc([N+](=O)[O-])cc1,-3,-2,10
Cc1cc(NC2=CC(=O)C(=O)c3ccccc32)no1,10,-9,3
O=C1[C@H](Cc2ccccc2)NCC=CC[C@@H](c2ccc(Cl)cc2)N1Cc1ccc(Cl)cc1,-1,-5,-6
CN(C(=O)c1cccc(NC(=O)Cc2ccc(NC(=O)C3CCN(C(=O)C4CC4)CC3)cc2)c1)C1CCCC1,-29,2,-5
O=C(O)c1ccc([N+](=O)[O-])cc1Sc1ccsc1,-2,-6,12
COC(=O)c1ccc(C(=O)OC)c(NC(=O)C2CC(=O)N(C3CCCC3)C2)c1 (stereo not drawn),4,18,11
# Next part:
SMILES,Giardia kill,KCNH2 3.1 inh,hERG WT inh
CCCCc1c(O)c2cccc3c2n(c1=O)CCC3,-8,-4,-3
Cc1cc(NC(=O)CCC(=O)N(CC2CCCO2)C(C(=O)NC2CCCC2)c2ccccc2C)no1 (stereo not drawn),2,-8,-11
C=C(CCO)C1=CCN(S(=O)(=O)C(C)(C)C)[C@@H]1CCO,-29,-1,-5
COC1C=COC2(C)Oc3c(C)c(O)c4c(O)c(c(CN5CCN(C)CC5)c(O)c4c3C2=O)NC(=O)C(C)=CC=CC(C)C(O)C(C)C(O)C(C)C(OC(C)=O)C1C (stereo not drawn),-5,-19,-15
CC(=Nc1ccccc1)C1=C(O)C(Cc2ccc(O)cc2)NC1=O (stereo not drawn),-9,-1,5
COC(=O)c1nc(-c2ccccc2)nc(-c2ccccc2)c1C(=O)OC,-30,-8,-1
O=C(Nc1ccc(Br)cn1)c1cccc2ccccc12,-1,-23,-12
CCN1C(=O)CC(C(C)C)N(C2CCCC2)c2nc(Nc3ccc(C(=O)NC4CCN(C)CC4)cc3OC)ncc21 (stereo not drawn),-19,18,0
COCCN(C(=O)COC(=O)C12CC3CC(CC(C3)C1)C2)c1c(N)n(Cc2ccccc2)c(=O)[nH]c1=O,8,9,-2
Oc1ccccc1C=NN1CCCCCC1,5,-3,0
O=C(Nc1ccc(C(=O)N2CCCC2)cc1)c1ccccc1,-13,-10,1
O=CN1CCN(C=O)C(O)C1O (stereo not drawn),24,7,3
Cc1ccc(S(=O)(=O)Oc2ccccc2-c2ccccc2)cc1,-15,-10,-3
Cc1ccc(Cn2c(C(C)Nc3nc(C)cs3)nc3cc(Cl)c(Cl)cc32)cc1 (stereo not drawn),0,2,-7
CC(=O)Oc1ccc([C@@H]2COc3c(ccc4c3C=CC(C)(C)O4)C2)c(OC(C)=O)c1,-7,-14,1
COC(=O)C1C2CC3c4[nH]c5cc(OC)ccc5c4CCN3CC2CC(O)C1OC (stereo not drawn),-20,-5,12
O=C1OC(CN(Cc2ccccc2)Cc2ccccc2)CN1N=Cc1ccc([N+](=O)[O-])o1 (stereo not drawn),-94*,-47,-24
NC(CSC1(c2ccc(Cl)cc2)c2ccccc2-c2ccccc21)C(=O)O (stereo not drawn),10,14,-11
CCOC(=O)Cn1c(CN(C)Cc2ccccc2)nc2c1c(=O)n(C)c(=O)n2C,-5,-2,7
O=c1[nH]c(=S)[nH]c2nccnc12,4,-23,-7
O=[N+]([O-])c1ccc(Cl)cc1P(=O)(O)c1cc(Cl)ccc1[N+](=O)[O-],-16,-7,-34
O=C(CCCc1ccncc1)c1ccccc1,8,-2,-3
C#CCOCCOCCOCCNc1nc(N2CCN(C(=O)CCCCCCCCCCNC(=O)[C@H](CCCCN)n3cc(C[C@@H](C)CC)nn3)CC2)nc(N2CCN(C(=O)CCCCCCCCCCNC(=O)[C@H](CCCCN)n3cc(C[C@@H](C)CC)nn3)CC2)n1,-3,42,2
CCOC(=O)C1CCCN(C(=O)c2cc3ccccc3cc2OC)C1 (stereo not drawn),2,-1,-7
COC(=O)CC(CC(=O)OC)n1cccc1,-3,7,-12
CCC12C(=Nc3c(Cl)cccc31)C[C@@H]1CCN3C(=O)CCC[C@H]2[C@H]13 (stereo partly drawn),-2,4,5
O=C1CC(c2ccccc2)=C(c2ccccc2)C1,3,8,4
CCNC1(C(N)=O)CCN(Cc2ccccc2)CC1,?,18,1
